KRASV12 cytotoxicity: viability loss of HPDE-C7K cells – cell-based, fluorescence, HTS, primary screen (AID 431); HPDE-C7K KRASV12 cells, Alamar Blue viability, 48 h; higher % means a stronger effect; cytotoxicity, % at 10 µM; hits with a dose series show EC50 in µM; 63,000 compounds, 1.7% hits;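 active means compounds whose percent cytotoxicity in the single-dose primary screen, scaled between solvent and toxic-drug controls, exceeds 50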;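 further: 0% = DMSO solvent wells and 100% = doxorubicin-treated wells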
Spn DPM-DC inh: S. pneumoniae DPM-DC inhibition. purified DPM-DC, PK/LDH coupled NADH fluorescence. 65,000 compounds, 0.49% hits. calls only at 10 µM;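 active means the 320 compounds with the highest percent inhibition in the single-dose primary screen, excluding strongly autofluorescent ones, cut at about 32% in these data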;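 further: kinetic rate of NADH fluorescence loss reporting ADP formed by the decarboxylase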
HT1080 cytotoxicity: cytotoxicity in HT1080 fibrosarcoma cells, cell-based, fluorescence readout (AID 620); HT1080 viability, fluorescence; higher % means a stronger effect; cytotoxicity, % at 10 µM; hits with a dose series show EC50 in µM; 87,000 compounds, 0.42% hits;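 further: cells exposed to compound overnight then 4 h with Alamar Blue; 0% = vehicle DMSO and 100% = killing control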
PMK inhibit: S. pneumoniae PMK inhibition; 65,000 compounds, 0.49% hits; inhibition, % at 10 µM; purified PMK, PK/LDH-coupled NADH absorbance 340 nm; AID 539;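 active means top-ranked compounds by inhibition in the single 10 µM screen, taking a fixed number of the strongest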;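 further: 0% = full reaction with DMSO carrier and 100% = background rate without enzyme reaction; no value below 0 was filed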
LYP inhibition: inhibition of human PTPN22 tyrosine phosphatase – biochemical, DiFMUP fluorescence, recombinant catalytic domain, 10 µM, primary screen (AID 606). inhibition, % at 10 µM, or IC50 in µM where a hit was titrated. recombinant LYP catalytic domain, DiFMUP fluorescence; higher % means a stronger effect. 52,000 tested, under 10 active;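 active means IC50 under 40 µM in the dose-response test; inactive means IC50 of 40 µM or more, or never dose-tested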
Bfl-1 inhibitors: Bfl-1 inhibitors, primary screen, biochemical, fluorescence polarization, FITC-Bid, mouse (AID 432). FITC-Bid BH3 peptide fluorescence polarization displacement; higher % means a stronger effect. one-dose displacement, % at 20 µM; IC50 in µM for titrated hits. 64,000 compounds, 0.02% hits; in the data active means a potency from the dose series; inactive means the rest, 99 in 100 with displacement below about 15%; further: strong numbers were not always called active
Alkaline phosphatase: inhibition of tissue-nonspecific alkaline phosphatase – biochemical, luminescent (AID 518). purified TNAP enzyme, luminescent substrate readout; higher % means a stronger effect. 64,000 compounds, 0.09% hits. one-dose inhibition, % at 20 µM; IC50 in µM for titrated hits; in the data active means a potency from the dose series; inactive means the rest, 99 in 100 with inhibition below about 22%;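 further: plate controls were vehicle for no effect and reference inhibitor for full effect; many of its hits are not listed in these tables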
MK inhibit: inhibitors of Streptococcus pneumoniae mevalonate kinase | purified MK, PK/LDH-coupled NADH absorbance 340 nm | 65,000 compounds, 0.48% hits | inhibition, % at 10 µM;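 active means ranked among the strongest by inhibition in the single 10 µM screen, a fixed top-ranked set picked for dose follow-up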; further: no value below 0 was filed
HPDE-C7 viability: HPDE-C7 pancreatic duct cell viability loss – fluorescence, HTS (AID 430); HPDE-C7 pancreatic duct cells viability, fluorescence; higher % means a stronger effect; cytotoxicity, % at 10 µM, or EC50 in µM where a hit was titrated; 63,000 compounds, 1.8% hits;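 further: cells exposed to compound for 48 hours before viability readout; 0% = vehicle and 100% = reference cytotoxic drug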
PMK inhibit pilot replicates: further read-out of PMK inhibit, marked with its call; inhibition, %; measured here: pilot screen replicates
MK inhibit pilot replicates: second read-out of MK inhibit, no call of its own (marks repeat the call); inhibition, %; measured here: pilot screen replicates
Spn DPM-DC inh pilot screen %: second read-out of Spn DPM-DC inh, no call of its own (marks repeat the call); inhibition, %; measured here: pilot screen trials
An asterisk follows results filed as active; i = inactive; . = no result given. Unless noted, no stated cut-off is given here; in the data, active means cytotoxicity above about 50%; inactive means the rest.

The first 2 compounds (preview)
SMILES	KRASV12 cytotoxicity	Spn DPM-DC inh	HT1080 cytotoxicity	PMK inhibit	LYP inhibition	Bfl-1 inhibitors	Alkaline phosphatase	MK inhibit	HPDE-C7 viability	others
Cn1c(=O)c(C(=S)NC(=O)C2CC2)c(N)n(Cc2ccccc2)c1=O	-17%	i	3%	20	8%	1%	2%	0	-23%	PMK inhibit pilot replicates=0.0;MK inhibit pilot replicates=0.0;Spn DPM-DC inh pilot screen %=2.5
CC(C)OCCCNC(=O)NC12CC3CC(CC(C3)C1)C2	-17%	i	-2%	0	-14%	-9%	7%	7	-10%

Results, from the start:
SMILES	KRASV12 cytotoxicity	Spn DPM-DC inh	HT1080 cytotoxicity	PMK inhibit	LYP inhibition	Bfl-1 inhibitors	Alkaline phosphatase	MK inhibit	HPDE-C7 viability	others
Cn1c(=O)c(C(=S)NC(=O)C2CC2)c(N)n(Cc2ccccc2)c1=O	-17%	i	3%	20	8%	1%	2%	0	-23%	PMK inhibit pilot replicates=0.0;MK inhibit pilot replicates=0.0;Spn DPM-DC inh pilot screen %=2.5
CC(C)OCCCNC(=O)NC12CC3CC(CC(C3)C1)C2	-17%	i	-2%	0	-14%	-9%	7%	7	-10%
CC(=O)Nc1ccc(S(=O)(=O)NC(CC(=O)NC2CCCCC2C)C(C)C)cc1 (stereo not given)	-4%	i	1%	8	4%	-2%	4%	9	-15%
CCN(CC)CCN1C(=O)c2oc3ccccc3c(=O)c2C1c1cccc(Br)c1 (stereo not given)	-8%	i	-8%	14	3%	-6%	4%	14	-1%
Cn1c(=O)[nH]c(=O)c2c1nc(Br)n2CCSc1nnnn1-c1ccccc1	4%	i	0%	5	24%	0%	14%	16	0%
Cc1nn(C(C)(C)C)c(OC(=O)c2cccs2)c1S(=O)(=O)c1ccccc1	64%*	i	0%	8	0%	2%	8%	4	54%*
COc1ccc(OC)c(-c2cc(C(=O)NCCN3CCOCC3)no2)c1	-1%	i	16%	11	19%	1%	6%	0	-3%
COc1nc(N)nc(NC23CC4CC(CC(C4)C2)C3)n1	-8%	i	3%	0	19%	-3%	7%	3	-17%
O=C1NCCCc2c1no[n+]2[O-]	-8%	i	2%	3	7%	2%	4%	14	-8%	PMK inhibit pilot replicates=0.5;MK inhibit pilot replicates=0.0;Spn DPM-DC inh pilot screen %=2.5
O=C(NC1CCCCCC1)C1CCN(S(=O)(=O)N2CCC3(CC2)OCCO3)CC1	-15%	i	0%	0	1%	-4%	4%	0	-20%
CC1(C)CC(=O)C2=C(C1)OC(N)=C(C#N)C2c1ccsc1 (stereo not given)	-10%	i	12%	1	6%	-10%	8%	11	-9%
CC(=O)c1ccc(N2CCCC2)c(F)c1	-12%	i	-1%	0	-10%	-2%	6%	6	-15%
CCOC(=O)c1c(C)[nH]c(C(=O)NCc2ccccc2OC)c1C	18%	i	-4%	0	16%	-7%	6%	1	16%
CC(C)CCNc1nc(N2CCCC2)c2c(c1C#N)CCN(C)C2	29%	i	4%	9	9%	36%	7%	10	13%
C=C(C)Cn1c(Sc2nnc(C)s2)nc2c1c(=O)[nH]c(=O)n2C	-2%	i	-11%	10	.	1%	3%	6	2%
c1ccc(-c2nc3cc(Cc4ccc5oc(-c6ccccn6)nc5c4)ccc3o2)nc1	-8%	i	2%	8	.	9%	-5%	1	-5%
CSc1nccc(Nc2ccccc2)c1C#N	.	i	3%	5	.	9%	11%	7	.
CC1CCc2nc(N)c(C#N)c(-c3ccncc3)c2C1 (stereo not given)	16%	.	-3%	15	-7%	-8%	16%	11	4%
O=C(NCCOC(=O)c1ccncc1)c1ccccc1	-15%	i	4%	5	.	-4%	3%	6	-14%
CCc1nc(SCC(=O)N2CCOCC2)c2c(=O)n(C)c(=O)n(C)c2n1	0%	i	5%	6	11%	5%	9%	3	-9%

Structural class, the entries above containing two or more sulfur atoms (2)
SMILES	KRASV12 cytotoxicity	Spn DPM-DC inh	HT1080 cytotoxicity	PMK inhibit	LYP inhibition	Bfl-1 inhibitors	Alkaline phosphatase	MK inhibit	HPDE-C7 viability	others
Cc1nn(C(C)(C)C)c(OC(=O)c2cccs2)c1S(=O)(=O)c1ccccc1	64%*	i	0%	8	0%	2%	8%	4	54%*
C=C(C)Cn1c(Sc2nnc(C)s2)nc2c1c(=O)[nH]c(=O)n2C	-2%	i	-11%	10	.	1%	3%	6	2%

The listing continues.
SMILES	KRASV12 cytotoxicity	Spn DPM-DC inh	HT1080 cytotoxicity	PMK inhibit	LYP inhibition	Bfl-1 inhibitors	Alkaline phosphatase	MK inhibit	HPDE-C7 viability	others
N#CC1=C(N)N(c2ccc(Br)cc2)C2=C(C(=O)CCC2)C1c1cccnc1 (stereo not given)	13%	i	-5%	8	.	12%	12%	7	6%
CC(C(=O)O)C1SC(=O)NC1=O (stereo not given)	1%	i	.	0	-4%	-7%	12%	0	-8%
CC(=O)[C@H]1[C@@H]2C(=O)N(c3cccc(Cl)c3)C(=O)[C@@H]2[C@H]2c3ccccc3C=CN21	16%	i	-2%	0	-1%	14%	14%	17	20%
C=CC1C(N2CCOCC2)C(C)(C)S1(=O)=O (stereo not given)	-6%	i	0%	9	14%	5%	3%	8	-4%
COCCOC(=O)C1=C(C)Nc2nc(C)nn2C1c1ccccc1 (stereo not given)	-28%	i	-29%	9	3%	-13%	0%	7	-20%
Cc1ccc(-c2cn3c(n2)CCCC3)cc1	.	i	8%	8	.	8%	4%	4	.
Brc1ccc2nc3c(n2c1)CCCC3	-5%	i	-15%	7	.	-10%	9%	9	3%
COc1ccc(-n2ncc3c(NC(C)C)ncnc32)cc1	14%	i	.	3	7%	-6%	20%	6	7%
O=C(Nc1nccs1)c1cccc(S(=O)(=O)N2CCCCC2)c1	6%	i	-1%	3	8%	8%	1%	7	3%
CCSCCOC(=O)C1=C(C)N(C)C(=O)NC1c1cc(OC)ccc1OC (stereo not given)	-8%	i	-1%	5	.	-1%	8%	7	-9%
CN(C(=O)c1ccccc1)c1nc2ccccc2s1	-1%	i	4%	7	-1%	-3%	8%	8	-1%
CCN(CC)CCN1C(=O)C(=O)/C(=C(/O)c2ccncc2)C1c1ccccc1F (stereo not given)	-6%	i	24%	13	.	-1%	7%	11	-1%
COC(=O)c1ccccc1NC(=O)c1sc(N)nc1C	-3%	i	-2%	15	.	-5%	10%	9	8%
CCc1ccc(NC(=O)c2noc3c2CCCCC3)cc1	3%	i	4%	14	11%	-7%	6%	10	-10%
O=C(NCCN1CCCCCC1)c1ccc(N2CCCC2=O)cc1	10%	i	-1%	13	15%	4%	10%	0	6%	PMK inhibit pilot replicates=2.0;MK inhibit pilot replicates=2.5;Spn DPM-DC inh pilot screen %=3.5
COC(=O)c1ccc(C(=O)OC)c(NC(=O)CSc2nnc(-c3ccccc3Cl)o2)c1	-5%	i	-3%	1	-2%	5%	-5%	16	1%
O=C(OCCCN1CCCC1)C1(c2ccccc2)CCCC1	-21%	i	-6%	5	8%	-1%	12%	0	3%	PMK inhibit pilot replicates=0.0;MK inhibit pilot replicates=0.0;Spn DPM-DC inh pilot screen %=0.0
COc1ccc(OC)c(S(=O)(=O)N(C)CC(=O)N2CCc3ccccc3C2)c1	0%	i	1%	5	11%	0%	9%	14	-4%
Cc1ccc(CNC(=O)CSc2nc(C)cc(C)c2C#N)cc1	-22%	i	11%	6	9%	-3%	7%	15	-20%
CCOc1ccc(NC(=O)CN2CCN(CC(=O)Nc3ccc(F)c(F)c3)CC2)cc1	-19%	i	-15%	10	-3%	-1%	5%	0	-14%	PMK inhibit pilot replicates=8.5;MK inhibit pilot replicates=1.5;Spn DPM-DC inh pilot screen %=0.0
CC1CCCN(S(=O)(=O)c2cc(Cl)ccc2Cl)C1 (stereo not given)	-10%	i	-1%	0	11%	-10%	12%	8	-32%
COc1cccc(NC2=NCC(=O)N2Cc2cccs2)c1	2%	i	-5%	0	12%	-8%	2%	12	1%
CCn1c(SCC(=O)NC2CCCCC2)nc2c(c1=O)SC(C)C2 (stereo not given)	-6%	i	4%	20	17%	-3%	7%	0	-11%
COc1ccc(N(C(C)C(=O)NCc2ccco2)S(C)(=O)=O)cc1 (stereo not given)	-2%	i	2%	14	-4%	-5%	8%	0	-6%
COc1ccc(C2CC3CC(c4ccccc4)N2O3)cc1 (stereo not given)	-2%	i	12%	0	-5%	-7%	9%	0	-18%
O=c1c2ccccc2nc(SCc2cc(F)cc3c2OCOC3)n1Cc1ccco1	-5%	i	-2%	5	14%	-4%	3%	15	-2%
COc1cccc(-c2noc(CCC(=O)NC3CCCCC3)n2)c1	8%	i	-5%	7	2%	5%	16%	8	15%	PMK inhibit pilot replicates=5.5;MK inhibit pilot replicates=1.0;Spn DPM-DC inh pilot screen %=2.0
COC(=O)CCn1nnc(-c2ccc(C(C)C)cc2)n1	2%	i	.	8	.	-11%	8%	1	3%
CCOC(=O)c1sc(C)c(C(=O)NCCCN2CCOCC2)c1N	6%	i	1%	4	.	-5%	-6%	4	-21%
O=C(Cn1cc2c(n1)CCCCC2)NCc1cccs1	4%	i	0%	7	-10%	7%	13%	7	-6%
COc1ccc(CCNC(=O)CN(c2ccc(OC)c(OC)c2)S(C)(=O)=O)cc1OC	-7%	i	-10%	0	3%	-15%	5%	4	-1%
CC(C)Cn1c(CN2CCCCC2C)nc2c1c(=O)n(C)c(=O)n2C (stereo not given)	-12%	i	0%	3	13%	5%	14%	4	-14%	PMK inhibit pilot replicates=3.5;MK inhibit pilot replicates=1.5;Spn DPM-DC inh pilot screen %=0.0
Cc1ccc(Cc2c(C)nc3c(C(=O)O)cnn3c2C)cc1	11%	i	-3%	16	4%	9%	6%	3	-7%	PMK inhibit pilot replicates=5.5;MK inhibit pilot replicates=0.0;Spn DPM-DC inh pilot screen %=7.0
O=C1CN(C(=O)c2ccccn2)c2ccccc2N1	-18%	i	-3%	0	.	-13%	2%	5	-19%
Clc1ccc(SCCn2cncn2)cc1	-2%	i	-3%	3	-4%	-3%	-2%	10	-8%
Cn1cccc1Cc1nnc(SCC(=O)Nc2ccc(F)cc2)n1CCc1ccccc1	-3%	i	1%	4	5%	-3%	4%	7	2%
CCOC(=O)CSc1nc(-c2ccncc2)ccc1C#N	42%	i	17%	0	9%	0%	20%	6	30%
O=C(Nc1cccc(O)c1)C1CCCN1C(=O)OCc1ccccc1 (stereo not given)	.	i	13%	17	8%	.	.	8	.
CCC(=O)N1CCN=C1SCc1ccccc1	0%	i	-5%	2	-14%	-8%	12%	1	-6%
CC1(C)CC(=O)c2cc(C(=O)N3CCN(CCO)CC3)c(=O)n(-c3ccc(Cl)cc3)c2C1	-8%	i	.	13	3%	0%	9%	8	-7%
O=C(NCC1CCCO1)c1cccc(N2C(=O)C3C4C=CC(C4)C3C2=O)c1 (stereo not given)	4%	i	0%	13	2%	-4%	10%	13	-23%	PMK inhibit pilot replicates=7.0;MK inhibit pilot replicates=0.0;Spn DPM-DC inh pilot screen %=1.5
CCn1c(=O)cc(SCC(=O)N2CCN(c3ccccn3)CC2)c2ccccc21	24%	i	17%	14	-3%	2%	11%	10	29%
CC1(Cc2ccc3c(c2)OCO3)NC(=O)NC1=O (stereo not given)	-8%	i	1%	9	9%	-6%	14%	0	2%
O=C(CCC(=O)NC1CC1)Nc1nnc(C2CCCCC2)s1	2%	i	1%	13	0%	-8%	13%	1	6%
